ALDH1A1 block – qHTS Assay for Inhibitors of Aldehyde Dehydrogenase 1 (ALDH1A1); Purified ALDH1A1, NADH fluorescence, propionaldehyde substrate; AID 1030, 2008; Potency, µM (titrated, usually from 75.3 µM), for the others: at the highest dose activity, negative = inhibition, most hits filed as inhibitors; 220,000 compounds, 7.3% hits; active = well fitted inhibition curve with a large enough effect, not every such curve was filed as active; inconclusive = small, poorly fitted or top-dose-only effect, or another doubt; inactive = no such curve, though single readings can be large or run the other way;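 note: plate controls were no enzyme wells and a reference inhibitor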
Target sequence (P00352 whole entry, looked up): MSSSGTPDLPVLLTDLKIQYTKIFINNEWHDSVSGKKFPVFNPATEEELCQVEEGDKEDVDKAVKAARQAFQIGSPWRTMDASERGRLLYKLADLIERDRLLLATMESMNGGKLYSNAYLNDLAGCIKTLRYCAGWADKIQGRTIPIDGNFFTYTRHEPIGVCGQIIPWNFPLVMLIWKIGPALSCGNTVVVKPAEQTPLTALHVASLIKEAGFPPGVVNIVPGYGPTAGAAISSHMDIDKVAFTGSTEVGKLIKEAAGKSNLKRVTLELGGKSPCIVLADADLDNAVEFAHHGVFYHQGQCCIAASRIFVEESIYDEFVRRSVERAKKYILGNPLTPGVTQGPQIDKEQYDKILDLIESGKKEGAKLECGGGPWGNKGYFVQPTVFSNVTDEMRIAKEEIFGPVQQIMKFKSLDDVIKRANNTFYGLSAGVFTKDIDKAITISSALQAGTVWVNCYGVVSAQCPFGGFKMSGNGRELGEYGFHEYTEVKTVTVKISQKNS
GoLoco inh red – qHTS Assay for Inhibitors of RGS12 GoLoco Motif Activity (Red Fluorophore) | Guanine nucleotide-binding protein G(i) subunit alpha-1 (Homo sapiens), P63096 | Gai1:RGS12 GoLoco peptide FP, rhodamine, 10 min | Potency, µM (highest dose often 61.6 µM), for the others: at the highest dose activity, negative = inhibition, usual class: inhibitors | 230,000 compounds, 0.44% hits; active = well fitted inhibition curve with a large enough effect, not every such curve was filed as active; inactive = no such curve, though single readings can be large or run the other way; note: % is set by controls: 0 for no effect and ±100 for the full control effect; nearly all actives have a fitted effect of over 30% in size; many of its hits are not listed in these tables
SMN2 splice enh – qHTS Assay for Enhancers of SMN2 Splice Variant Expression | 210,000 compounds, 2.8% hits | Potency, µM (titrated, usually from 46.1 µM), inactives show top-dose activity change, positive = activation, usual class: activators | HEK293 SMN2-luciferase splicing reporter, luminescence, 30-36 h; note: % of control where 0% means no effect; nearly all actives have a fitted effect of over 55% in size
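HEK293 cells carry an SMN2 minigene-luciferase reporter in which exon 7 inclusion puts luciferase in frame. Cells were seeded at 2000 cells/well, attached for 10-12 hours, then exposed to compounds for 30-36 hours at 37C before ONE-Glo luminescence.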
KDM4E inh – qHTS Assay for Inhibitors of Human Jumonji Domain Containing 2E (JMJD2E). Lysine-specific demethylase 4E (Homo sapiens), B2RXH2. JMJD2E catalytic domain, FDH-coupled NADH fluorescence (FDH is formaldehyde dehydrogenase). Potency, µM (titrated, usually from 57.1 µM), for inactives: at the highest dose activity change, negative = inhibition, most hits filed as inhibitors. 230,000 compounds, 1.6% hits; active = well fitted inhibition curve with a large enough effect, not every such curve was filed as active; inconclusive = small, poorly fitted or top-dose-only effect, or another doubt; inactive = no such curve, though single readings can be large or run the other way;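 note: 0% = wells with enzyme and -100% = buffer wells without enzyme; nearly all actives have a fitted effect of over 50% in size; many of its hits are not listed in these tables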
TR SRC2 fluor cs – Total Fluorescence Counterscreen for Inhibitors of the Interaction of Thyroid Hormone Receptor and Steroid Receptor Coregulator 2; TRb/SRC2 Texas Red total fluorescence interference; AID 1479, 2009; Potency, µM (series often up to 106 µM), for inactives: top-dose fluorescence change, negative = quenching; 280,000 compounds, 0.29% hits; active = well fitted curve in either direction with a large enough effect; inconclusive = small, poorly fitted or top-dose-only effect; note: % is set by controls: 0 for no effect and ±100 for the full control effect
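Human TRβ ligand-binding domain (0.6 uM) and Texas Red SRC2 peptide (20 nM) in Tris buffer with 1 uM T3 and 5% DMSO were incubated with pinned compound for 5 hr at ambient temperature. Total fluorescence was computed as S + 2P (555/632 nm).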
RECQ1 inh – qHTS Assay for Inhibitors of RecQ-Like Dna Helicase 1 (RECQ1) | ATP-dependent DNA helicase Q1 (Homo sapiens), P46063 | RECQ1 DNA unwinding, red fluorescence kinetic read | AID 2549, 2010 | Potency, µM (highest dose often 57.3 µM), without a hit: at the top dose activity, negative = inhibition, hits mostly inhibitors | 240,000 compounds, 0.54% hits;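 note: plate controls were vehicle for no effect and no enzyme for full effect; nearly all actives have a fitted effect of over 30% in size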
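RECQ1T1 50 nM; forked duplex (20 bp + 30-nt ss tails) 200 nM, ATP 2 mM final; pH 8.0, 2 mM MgCl2, 2.5 ug/ml poly(dI-dC); 15 min compound preincubation; discontinuous kinetic read over 2 h at RT.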
Lamin A splicing – qHTS Assay for Modulators of Lamin A Splicing. HeLa LMNA splicing GFP/RFP minigene ratio, 48 h. 200,000 compounds, 0.01% hits. Potency, µM (doses to about 46.1 µM), without a hit: top-dose ratio change, negative = inhibition, hits mostly inhibitors; active = well fitted inhibition curve with a large enough effect in the signal ratio, with a control signal flat, not every such curve was filed as active; inconclusive = small, poorly fitted or top-dose-only effect, or effect the other way, or a change in a side signal; the % refers to the signal ratio; note: % is set by controls: 0 for no effect and ±100 for the full control effect
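Read-out is the ratio of GFP to DsRed2 object intensity, acquired by 488 nm laser-scanning cytometry on HeLa lamin A-EGFP minigene reporter cells. Compound incubation 48 hrs at 37 °C in Opti-MEM with 2% FBS; DMSO 0.5% final.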
TRb SRC2 PPI – qHTS for Inhibitors of the Interaction of Thyroid Hormone Receptor and Steroid Receptor Coregulator 2 | Thyroid hormone receptor beta (Homo sapiens), P10828 | TRbeta-SRC2 peptide binding, fluorescence polarization; receptor liganded with 1 µM T3 | Potency, µM (series often up to 106 µM), for the others: at the top dose activity change, negative = inhibition, hits mostly inhibitors | 280,000 compounds, 0.065% hits | AID 1469, 2008;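 note: plate controls were bound peptide for no effect and peptide without receptor for full effect; nearly all actives have a fitted effect of over 50% in size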
Target sequence (P10828 whole entry, looked up): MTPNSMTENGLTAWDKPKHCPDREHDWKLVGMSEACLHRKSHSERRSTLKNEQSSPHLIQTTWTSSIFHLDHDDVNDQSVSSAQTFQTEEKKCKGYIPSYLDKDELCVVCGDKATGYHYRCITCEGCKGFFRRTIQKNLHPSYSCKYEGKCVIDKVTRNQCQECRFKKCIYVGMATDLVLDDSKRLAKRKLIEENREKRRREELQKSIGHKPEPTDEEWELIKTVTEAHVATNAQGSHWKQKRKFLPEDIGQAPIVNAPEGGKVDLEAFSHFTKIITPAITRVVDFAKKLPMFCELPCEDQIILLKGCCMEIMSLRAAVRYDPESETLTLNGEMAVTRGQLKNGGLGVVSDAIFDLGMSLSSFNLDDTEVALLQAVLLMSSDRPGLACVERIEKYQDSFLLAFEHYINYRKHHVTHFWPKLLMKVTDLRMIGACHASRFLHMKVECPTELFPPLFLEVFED
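TRb LBD 0.6 uM + Texas Red SRC2 peptide 20 nM, 1 uM T3, Tris buffer w/ 5% DMSO; compound pinned, 5 h RT; FP read ex 555/em 632; normalized to unbound and bound controls.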
* = called active by the depositor; i = inactive; u = inconclusive; x = not tested or not shown; & = joins results of further samples; [ ] = dose if it differs, or a comment. Unless noted, calls come from the whole dose curve; as a rule, active = well fitted curve in the direction sought with a large enough effect; inconclusive = small, poorly fitted or top-dose-only effect, or another doubt; inactive = no such curve, though single readings can be large; an effect the other way counts as inactive or inconclusive. Potency is the fitted concentration of half-maximal effect.

Compound,ALDH1A1 block,GoLoco inh red,SMN2 splice enh,KDM4E inh,TR SRC2 fluor cs,RECQ1 inh,Lamin A splicing,TRb SRC2 PPI
O=C(CSc1nnc(Cc2ccccc2)n1-c1ccc(Cl)cc1)N1CCOCC1,1%,-12%,17%,3%,1%,-12%,11%,-5%
O=C(C[n+]1cccc(NC(=O)c2ccccc2)c1)c1ccccc1,4%,1%,-2%,0%,-1%,-10%,-11%,4%
COc1cccc(-c2cc(NCCc3c[nH]c4ccc(OC)cc34)ncn2)c1,u,-2%,x,x,x,-11%,-7%,x
COc1ccc(C(=O)Nc2ccc(S(=O)(=O)NCc3ccco3)cc2)cc1OC,10%,1%,-8%,u,0%,0%,-4%,-6%
O=C(NCC1CCCO1)c1cc2ccccc2nc1Cl (stereo not given),8%,0%,u,-8%,2%,-2%,1%[46 µM],-7%
CCCCCCCCCC(=O)Nc1cccnc1,2%,3%,x,10%,-2%,8%,u,-4%
CC1CN(C(=O)c2cc3cc([N+](=O)[O-])ccc3oc2=O)CC(C)O1 (stereo not given),u,14%,-9%,-10%,-2%,2%,u,4%
COc1ccc(-c2cc(C(F)F)n3ncc(C(=O)Nc4ccc(C(=O)N5CCOCC5)cc4)c3n2)cc1,-1%,10%,-2%,u,-1%,-7%,-27%[46 µM],0%
Cc1ccc(S(=O)(=O)c2ccc(-n3nc(C)cc3N)cc2)cc1,6%,2%,-2%,9%,-2%,i,-8%[46 µM],-5%
CCOC(=O)c1c(NC(=S)Nc2cc([N+](=O)[O-])ccc2OC)sc2c1CCCCC2,u,11%,3%,-2%,-4%,-1%,u,-19%
O=C(OC(C(=O)NC1CCCCC1)c1ccccn1)c1cccs1 (stereo not given),-2%,4%,-20%,-5%,2%,-4%,3%,8%
CCOC(=O)c1ccc(NC(=O)CCOc2ccc(C)cc2)cc1,11%,6%,x,10%,1%,0%,5%,5%
Cc1cccc(CSC2=NCCN2C(=O)C2CC2)c1,-6%,-6%,-17%,0%,-2%,i,-6%,0%
CC(C)c1ccccc1-n1c(SCC(=O)c2ccc3c(c2)NC(=O)CO3)nc2ccccc2c1=O,-2%,-7%,-13%,4%,0%,i,u,-3%
O=C(c1ccc(CNc2c(NC3CCCCC3)c(=O)c2=O)cc1)N1CCc2ccccc21,3%,-6%,u,8%,-2%,-15%,-1%,1%
CSc1nc(C)cc(SCCO)n1,-4%,1%,-15%,0%,3%,i,11%,-2%
CCc1cccc(NS(=O)(=O)c2ccc3c(c2)NC(=O)CC(=O)N3)c1,7%,4%,-20%,9%,-1%,-5%,-9%[46 µM],5%
O=C(NCCN1CCOCC1)C(Sc1ccccc1)c1ccccc1 (stereo not given),0%,-1%,x,-9%,-1%,-10%,x,-5%
N=C1C(c2nc3ccccc3[nH]2)=C(O)CN1c1ccc(F)cc1,u,15%,-17%,u,1%,-5%,19%,11%
Cc1ccc(-c2noc(-c3ccccc3F)n2)cc1,3%,2%,13µM*,-8%,-5%,i,x,-2%

(next part)
Compound,ALDH1A1 block,GoLoco inh red,SMN2 splice enh,KDM4E inh,TR SRC2 fluor cs,RECQ1 inh,Lamin A splicing,TRb SRC2 PPI
COc1ccc(OC)c(CNC(=O)C2CCN(S(=O)(=O)N3CCCC3)CC2)c1,u,6%,-4%,-4%,-4%,7%,3%,-2%
O=C(COc1ccc(Cl)cc1Cl)Nc1nnc(C2=COCCO2)o1,5%,-2%,-8%,u,-1%,i,-21%[46 µM],1%
C=C(C)C(=O)OC,28%,-15%,1%,x,0%,-5%,x,5%
O=C(CCCn1c(=O)c2ccccc2n(Cc2cccc(F)c2)c1=O)NC1CCN(Cc2ccccc2)CC1,u,13%,-34%[inhibitor],9%,1%,-1%,-2%[46 µM],8%
CC1CCN(S(=O)(=O)c2ccc(S(=O)(=O)NCC3COCCO3)cc2)CC1 (stereo not given),-3%,x,x,5%,0%,i,-9%,-6%
CCS(=O)(=O)c1ccc2oc(SCC(=O)NCCc3ccccc3)nc2c1,1%,4%,-12%,0%,2%,i,-22%[46 µM],2%
COc1ccc(S(=O)CC(=O)Nc2ccc(Cl)cc2Cl)cc1 (stereo not given),1%,5%,-5%,10%,2%,i,12%[46 µM],-2%
Nc1nnc(CCC2CCCCC2)s1,-6%,0%,0%,-4%,-7%,-7%,2%,6%
COc1cccc(N(CC(=O)NC2CCCC2)C(=O)Cn2nnc(-c3ccc(C)cc3)n2)c1,4%,-7%,20%,-6%,0%,-1%,-13%,-10%
O=C1CCCCCN1CP(=O)(O)CN1CCCCCC1=O,x,3%,x,-7%,-4%,-2%,x,6%
O=C(c1ccc(C(F)(F)F)cc1)N1CCC(=O)N([C@H](COCc2ccc(Cl)cc2)Cc2ccccc2)CC1,u,-15%,x,x,u,-2%,x,-20%
CCC(C(=O)NCCN1CCN(C)CC1)n1c(C)c2cnn(-c3ccccc3)c(=O)c2c1C (stereo not given),22µM*,12%,-3%,-15%,-4%,2%,0%,10%
COC(=O)N[C@@H](/C=C/c1ccccc1)C[N+](=O)[O-],8%,2%,2%,4%,-1%,-2%,x,2%
O=C(COC(=O)c1cc([N+](=O)[O-])ccc1NCc1ccccc1Cl)NCC(F)(F)F,9%,-7%,9%,1%,-70%,-12%,u,-10%
Fc1ccc(CN2C3=NCCN3c3ccccc32)cc1,x,0%,x,9%,1%,i,x,2%
Cc1cccc(NC(=O)COc2ccc(Br)cc2/C=N/O)c1,-60%,-7%,18µM*,0%,1%,i,u,-5%
CCOc1ccc(NC(=O)C2CC=CCC2C(=O)O)cc1 (stereo not given),-1%,3%,11%,0%,-6%,-6%,7%,-5%
CCOC(=O)N1CCN(C(=O)COc2ccccc2OC)CC1,12%,5%,2%,4%,0%,i,-1%,6%
COc1ccc(-n2c(Cc3cccn3C)nnc2SCC(=O)Nc2cccc(C)c2C)cc1,14µM*,29%,20%,-4%,-1%,14%,-8%,-3%
O=c1c2cc(N3CCOCC3)ccc2[nH]c(=S)n1CCCN1CCCC1,u,-3%,5%,u,-1%,-4%,-7%,-9%

(further entries)
Compound,ALDH1A1 block,GoLoco inh red,SMN2 splice enh,KDM4E inh,TR SRC2 fluor cs,RECQ1 inh,Lamin A splicing,TRb SRC2 PPI
CCOC(=O)c1[nH]c(CSc2nnc(-c3ccc(OC)cc3)o2)c(C(=O)OCC)c1C,4%,4%,-10%,3%,-1%,-3%,4%,-10%
COc1cccc(COc2cc3ccccc3nc2C)c1,-5%,10%,-14%,3%,-3%,i,-2%,-7%
N#Cc1c2ccccc2nc2ccccc12,u,11%,x,u,-5%,5%,19%[46 µM],-1%
O=C(O)c1ccc(CSc2nnc(Cc3ccccc3)o2)cc1,-6%,1%,-8%,2%,-2%,-7%,29%,-7%
CC(CC(=O)O)CC(=O)Nc1cc(C(F)(F)F)cc(C(F)(F)F)c1 (stereo not given),-10%,-5%,x,6%,1%,-4%,x,2%
CN(C)S(=O)(=O)c1ccc(C(=O)Oc2cc(=O)[nH]c3ccccc23)cc1,13%,-2%,-3%,u,-2%,-11%,9%,5%
O=C(O)c1ccccc1/C=N/Nc1nc(N2CCCCC2)nc(N2CCCCC2)n1,6%,7%,7%,-9%,-2%,i,-10%[46 µM],-6%
COc1ccc(-c2cc(C(=O)Nc3c(C)nn(Cc4ccccc4Cl)c3C)no2)cc1,4%,-1%,-15%,-4%,5%,-1%,-7%,7%
CCc1c(O)nc(SCc2ccccc2)n(C(C)CC)c1=O (stereo not given),-3%,8%,-11%,5%,4%,i,-10%,2%
COC(=O)c1ccc(C(NC(=O)c2ccccc2)[C@]2(C)C[C@H]2C2CCCCC2)cc1 (stereo not given in full),1.3µM*,4%,-1%,-10%,0%,i,x,1%
COc1ccc(/C=N/Nc2cc(OC)ncn2)cc1,7%,x,x,u,-7%,1%,-8%,0%
O=C1/C(=N\S(=O)(=O)c2cccs2)C([n+]2ccc(CCCc3ccccc3)cc2)=C([O-])c2ccccc21,u,-44%,x,1%,-6%,-25%,x,1%
Cc1cc(C)n2cc(CSc3nncn3C)nc2n1,u,21%,7%,u,-3%,i,u,-4%
CCN(CC)C(NC(=O)c1ccccc1)C(=O)c1ccccc1 (stereo not given),5%,6%,-4%,3%,3%,-4%,-1%,-3%
CCOc1ccc(-c2nnc(N)o2)cc1,12%,-3%,-15%,u,-3%,i,-8%,2%
CCN1CCN(C(=O)c2cc3c(=O)n(C)c4ccccc4c3n2C)CC1,u,-5%,9%,-21%,2%,6%,-5%,-2%
Cc1ccc(C)c2c1c1ccccc1n2C,-3%,-1%,x,u,-3%,-12%,x,-7%
COc1ccc(NC(=O)c2cn(CCC#N)nc2-c2cccs2)cc1,10%,9%,3%,9%,9%,-1%,-16%,2%
CC1=NN(C(=O)CCc2ccccc2O)C(O)(C(F)(F)F)C1 (stereo not given),19%,-42%,-2%,6%,-7%,-4%,-3%,1%
N#Cc1cn(CC(=O)NCCc2c[nH]c3ccccc23)c2ccccc12,-5%,1%,4%,0%,-2%,-1%,-20%,-7%
N#Cc1ccc(C23CC4(C2)[C@H](CN(Cc2ccc(-c5ccccc5)cc2)[C@@H]4c2ccccc2)C3c2ccc(Cl)nc2)cc1 (stereo not given in full),2%,14%&4%,-12%,-28%,-5%&0%,-13%,x,3%&3%
Cc1ccc(NC(=O)COC(=O)COc2ccc(Cl)cc2)c([N+](=O)[O-])c1,u,6%,4%,-8%,-1%,-10%,2%,7%

Compound activity deposited in PubChem by National Center for Advancing Translational Sciences (NCATS).

This is a subset; count on the stated rates, not on these rows.
